STEP block = STEP phosphatase inhibitors, primary screen, biochemical, fluorescence intensity, uHTS | inhibition, % at 20 µM | hit rate 0.25% among 360,000 | recombinant STEP, OMFP fluorogenic substrate | Tyrosine-protein phosphatase non-receptor type 5 (Homo sapiens), P54829;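 active means inhibition at 20 µM, scaled per plate between control wells, above about 37%, limit read from the data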;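 further: 0% = DMSO with enzyme and substrate and 100% = substrate only without enzyme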
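material = STEP tyrosine phosphatase | reagent = fluorogenic phosphatase substrate OMFP at 25 µM final | doses = single compound dose of 20 µM, 1% DMSO final | schedule = 20 min reaction, room temperature, in the dark | measured by = fluorescence, 480/540 nm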
LMPTP block = LMPTP phosphatase inhibitors, primary screen, biochemical, fluorescence intensity, uHTS | AID 651560, 2012 | Low molecular weight phosphotyrosine protein phosphatase (Homo sapiens), P24666 | hit rate 0.22% among 360,000 | recombinant LMPTP-A, OMFP fluorogenic substrate | inhibition, % at 20 µM;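 active means compounds that cut the enzyme signal by at least half of the control window in the single-dose screen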;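 further: plate controls were DMSO wells with enzyme plus substrate for no effect and substrate without enzyme for full effect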
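Test system: LMPTP-A phosphatase enzyme. Amount: LMPTP-A at 0.625 nM final in the reaction. Reagent: OMFP substrate, 400 µM final. Times: 50 min at room temperature. Signal: endpoint fluorescence intensity from OMFP dephosphorylation. Read-out basis: % inhibition. Benchmarks: no-enzyme and uninhibited controls.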
SUMO1 PPI mod = modulators of SUMO1 protein-protein interactions, primary screen, biochemical, uHTS; Small ubiquitin-related modifier 1 (Homo sapiens), P63165; SUMO1 binding to a labelled peptide, TR-FRET, 1 h; inhibition, % at 20 µM; hit rate 0.33% among 360,000; in the data active means inhibition above about 37%
Target sequence (P63165 whole entry, looked up): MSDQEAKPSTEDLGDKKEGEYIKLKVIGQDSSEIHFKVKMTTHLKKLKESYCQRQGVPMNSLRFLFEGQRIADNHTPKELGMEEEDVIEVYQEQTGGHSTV
TbMetRS inhib = T. brucei MetRS inhibitors, primary screen, biochemical, luminescence. inhibition, % at 11.9 µM. purified T. brucei MetRS, ATP depletion, Kinase-Glo luminescence. hit rate 0.4% among 360,000;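 active means inhibition above a per-plate cutoff of the control wells' mean inhibition plus 3 SD, cut at about 5.5% in these data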;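 further: 0% = DMSO wells median and 100% = median of wells with control inhibitor compound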
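Material: T. brucei methionyl-tRNA synthetase, purified; reagent: substrates ATP, L-methionine and bulk Escherichia coli tRNA; dosing: 11.9 µM single point; timing: 15 min plus 2 h at 25 °C; detection: luminescence of leftover ATP; evaluation: % inhibition; control set: DMSO-only wells as low control; replicates: singlicate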
MsrA inh = bovine MsrA enzyme inhibitors, primary screen, biochemical, absorbance, HTS | AID 651718, 2012 | Methionine sulfoxide reductase A (Bos taurus) | hit rate 0.75% among 360,000 | inhibition, % at 15.5 µM | purified bovine MsrA, absorbance read-out; in the data active means inhibition above about 4.5%;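 further: 0% = vehicle wells with enzyme and 100% = reference inhibitor wells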
CendR NRP1 mod = modulators of CendR peptide binding to NRP-1, primary screen, biochemical, fluorescence polarization, uHTS; Neuropilin-1 (Homo sapiens), O14786; FAM-RPARPAR peptide binding to NRP-1; inhibition, % at 25 µM; hit rate 0.85% among 360,000;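 active means inhibition or corrected inhibition above about 18%, plus a signal ratio from 0.5 to 1.5, limit read from the data, passing the limit was not always enough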; further: strong numbers were not always called active
DNMT1 inh = human DNMT1 methyltransferase inhibitors, primary screen, biochemical, molecular beacon, fluorescence, HinP1I cleavage, uHTS. DNA (cytosine-5)-methyltransferase 1 (Homo sapiens), P26358. hit rate 0.83% among 360,000. inhibition (reported as % activation of signal), % at 10 µM; in the data active means inhibition above about 50%
Scp1 inh = Scp-1 phosphatase inhibitors, primary screen, biochemical, colorimetric, uHTS; Recombinant Scp1, phosphopeptide, malachite green phosphate absorbance; inhibition, % at 20 µM; hit rate 0.88% among 340,000;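 active means inhibition above about 50% at 20 µM, limit read from the data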;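 further: plate controls were DMSO wells with enzyme for no effect and wells lacking enzyme for full effect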
Target sequence (Q9GZU7 76-261 limits assumed): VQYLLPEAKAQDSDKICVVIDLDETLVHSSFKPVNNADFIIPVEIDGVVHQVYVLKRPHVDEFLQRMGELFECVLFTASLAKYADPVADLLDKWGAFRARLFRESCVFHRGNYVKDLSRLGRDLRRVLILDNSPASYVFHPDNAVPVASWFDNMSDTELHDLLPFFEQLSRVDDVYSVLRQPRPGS
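System: SCP-1 catalytic domain; Reagent: Phospho 17-mer peptide substrate; Doses: one concentration, 20 µM, with 1.0% DMSO; Incubation: 45 min room-temperature reaction, 5 min colour, 30 min stabiliser; Signal: Phosphate-binding colour reagent, absorbance read at 630 nm.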
MsrA act = bovine MsrA enzyme activators, primary screen, biochemical, absorbance, HTS | activation, % at 10.6 µM | hit rate 0.3% among 360,000 | Methionine sulfoxide reductase A (Bos taurus) | AID 602163, 2012 | purified bovine MsrA, absorbance read-out; in the data active means activation above about 7.5%;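 further: 0% = vehicle and 100% = reference activator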
E coli Lon inh = inhibitors of E. coli Lon protease, primary screen, biochemical, fluorescence polarization. P0A9M0. purified E. coli Lon protease. inhibition, % at 7.94 µM. hit rate 0.42% among 360,000. AID 602123, 2011; in the data active means inhibition above about 13%, passing the limit was not always enough;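 further: 0% = enzyme with probe and DMSO and 100% = no enzyme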
Target sequence (P0A9M0 whole entry, looked up): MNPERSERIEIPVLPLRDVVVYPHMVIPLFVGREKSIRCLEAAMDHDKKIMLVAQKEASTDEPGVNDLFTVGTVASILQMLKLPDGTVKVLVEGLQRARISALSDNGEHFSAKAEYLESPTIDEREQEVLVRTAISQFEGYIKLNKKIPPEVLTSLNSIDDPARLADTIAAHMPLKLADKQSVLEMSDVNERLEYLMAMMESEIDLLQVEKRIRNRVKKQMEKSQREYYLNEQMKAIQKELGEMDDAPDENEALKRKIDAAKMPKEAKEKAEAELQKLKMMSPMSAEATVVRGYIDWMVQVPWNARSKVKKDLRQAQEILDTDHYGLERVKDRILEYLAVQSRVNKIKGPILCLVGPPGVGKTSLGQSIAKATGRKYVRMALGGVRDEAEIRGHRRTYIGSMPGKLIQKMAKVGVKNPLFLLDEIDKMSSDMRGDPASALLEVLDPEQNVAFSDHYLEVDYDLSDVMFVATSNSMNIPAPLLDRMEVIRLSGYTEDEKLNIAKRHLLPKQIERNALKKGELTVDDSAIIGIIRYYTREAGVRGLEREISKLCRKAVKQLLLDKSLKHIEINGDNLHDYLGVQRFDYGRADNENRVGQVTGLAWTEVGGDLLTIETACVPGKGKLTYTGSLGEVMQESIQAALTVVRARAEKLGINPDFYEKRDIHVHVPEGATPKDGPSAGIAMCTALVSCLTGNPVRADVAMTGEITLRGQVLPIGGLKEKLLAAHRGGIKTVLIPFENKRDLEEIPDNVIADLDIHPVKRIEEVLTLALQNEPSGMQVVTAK
* hit, by the source's call; nt = no result given. Rows were taken by chance. About 4.3% of those tested had a hit in this group.

Values run as follows: STEP block	LMPTP block	SUMO1 PPI mod	TbMetRS inhib	MsrA inh	CendR NRP1 mod	DNMT1 inh	Scp1 inh	MsrA act	E coli Lon inh
> CCC(C(=O)N(C(C)C)C(C)C)c1ccccc1 (centres undefined)
    2	-1.0	1	-0.2	-0.4	23	-1	-11	-1	4
> O=C1CSc2ccc(S(=O)(=O)NCc3ccc(Cl)cc3)cc2N1
    -4	1.1	3	0.0	0.4	13	-2	-8	-3	-1
> O=C(O)c1cc2cccc(S(=O)(=O)N3CCOCC3)c2cc1O
    1	-0.6	-3	0.4	-0.5	-2	18	3	-1	-6
> Cc1nc2ccccn2c1C(=O)N/N=C/c1ccccc1Cl
    -2	-0.7	6	-0.7	4.5	7	-3	-9	-2	-6
> CC(=O)Nc1cc(N2C(=O)CCC2=O)ccc1Cl
    1	0.3	0	0.8	-0.2	-5	3	-6	1	10
> Cc1ccc(-c2noc(CCC(=O)NCCN3CCOCC3)n2)cc1
    -5	-0.8	1	-1.0	1.0	4	1	-12	-4	-13
> CCOC(=O)c1ccc(Oc2nc(NC)nc(SC)n2)cc1
    -3	-1.8	-5	-1.7	0.1	-4	5	0	-10	-5
> COc1ccc2nc(NC(=O)CSc3nc4ccccc4o3)sc2c1
    3	-0.4	-1	-0.8	2.2	-2	-13	12	0	1
> COC(=O)c1sc(NC(=S)NC(=O)c2ccccc2F)nc1C
    4	73*	-4	-1.1	-1.1	-2	-1	-5	-3	-1
> Cc1ccc(-n2nnnc2SCC(=O)N2Cc3ccccc3CC2C(=O)O)cc1 (centres undefined)
    -1	-2.1	3	-0.8	0.2	6	-2	-4	-3	-4
> CCN1C(=O)[C@H]2[C@@H](c3ccc(-c4ccc(OC)cc4)c(OC)c3)N[C@@](CC(C)C)(C(=O)OC)[C@H]2C1=O
    0	0.5	2	-0.3	0.2	-11	-7	-2	-5	-11
> COc1ccc([N+](=O)[O-])cc1NC1CCN(C(=O)c2cccs2)CC1
    1	-0.1	-20	-0.4	1.3	-4	-1	0	-11	-1
> CCOc1ccc(CCNC(=O)c2cccc(N3CCCC3=O)c2)cc1OCC
    3	0.7	-2	-0.9	2.4	8	-1	-2	-3	-12
> O=C1CCCN1c1ccc(S(=O)(=O)N2CCC(c3ccccc3)CC2)cc1
    -5	-1.3	1	-0.4	1.3	-8	1	0	-2	-1
> CC(C)COC(=O)N1CCCC(c2cc(C(=O)Nc3ccccc3Cl)no2)C1 (centres undefined)
    2	1.7	4	0.1	0.7	0	0	nt	1	1
> CCCCN(C)C(=O)c1ccc2c(c1)S(=O)(=O)c1ccccc1C2=O
    2	-9.9	-68	-0.4	0.0	9	0	-13	-2	-5
> Cc1ccc(S(=O)(=O)NN2C(=O)/C(=C\c3ccc(Cl)cc3)SC2=S)cc1
    2	-0.6	-6	-0.7	-0.3	-2	16	1	-2	-5
> Cc1cc(=O)oc2c3c(cc(OCC(=O)NCCC(=O)O)c12)OC(C)(C)CC3
    -4	-0.4	0	-0.4	1.1	6	2	-7	-2	-15
> Cn1c(=O)c2c(nc(C(O)c3ccccc3)n2C)n(C)c1=O (centres undefined)
    0	-0.5	0	0.1	-0.4	6	2	-2	-2	-9
> COc1ccccc1-c1c(C)nn2c(NCCN3CCCC3)cc(C)nc12
    -2	1.6	-2	-0.5	-0.5	2	-4	-3	-2	-17
> O=S(=O)(NCCn1ccc2ccccc21)c1ccccc1
    1	0.2	2	-1.1	0.2	0	-6	-17	-3	-4
> CCN(CC)CCCNC(=O)/C=C/C(=O)O
    -3	-8.3	-24	0.4	0.1	4	-2	33	2	-1
> COc1ccccc1NS(=O)(=O)c1ccc(O)c(NC(=S)NCC2CCCO2)c1 (centres undefined)
    1	0.2	-2	1.7	0.1	6	0	-2	-10	6
> Cc1ccccc1NC(=S)NNC(=O)c1ccncc1
    -1	-1.2	17	-1.0	2.8	6	-2	-11	-5	4
> COc1ccc(NC(=S)N2CCC(N(C)CC3CCCO3)CC2)cc1 (centres undefined)
    -5	-2.4	4	-1.0	0.3	5	1	-1	-6	-6
> O=C(Cc1cccc2ccccc12)NCC(=O)Nc1ccccc1F
    2	-0.7	2	0.2	1.1	-12	-5	-12	-2	-3
> O=C(OCc1ccccc1)/C(=C/c1cccc2ccccc12)NC(=O)c1ccccc1
    -2	2.7	-6	-1.0	0.4	0	-3	-8	-10	-4
> CC(C)(C)c1nc(SCC(=O)NCc2ccco2)c2ccccc2n1
    -4	0.0	3	-1.1	0.1	26*	3	3	-12	-9
> COCC(=O)Oc1c(S(=O)(=O)c2ccccc2)c(C)nn1C(C)(C)C
    -1	-3.1	4	-1.5	0.2	22	1	10	-8	10
> N#Cc1ccc(-c2ccccc2)nc1SCCN1CCOCC1
    -1	-1.1	-7	-0.2	2.8	-9	-1	-7	-4	4
> Cc1ccc(-n2c(CCC(=O)O)ccc2-c2cccs2)cc1C
    6	-1.2	1	-0.3	0.8	-13	1	1	-4	-18
> Cc1cc(NS(=O)(=O)c2ccc(NC(=O)C(C)Oc3cc(C)c(Cl)c(C)c3)cc2)no1 (centres undefined)
    -3	0.8	16	0.3	-1.1	-8	2	-10	-2	5
> Cc1nc2ccc(C(=O)N3CCN(C(=O)c4ccco4)CC3)cn2c1N(C)C(=O)CCc1ccccc1
    -3	-5.4	-1	-0.3	0.4	2	8	nt	0	-1
> COC(=O)C1CCN(C(=O)Cn2nnc(-c3cccc(F)c3)n2)CC1
    -2	-0.4	-6	-2.0	0.1	7	3	-12	-10	-1
> NC(=S)N/N=C/c1c[nH]c2ccc(OCc3ccccc3)cc12
    22	1.3	4	0.1	nt	-6	-8	-13	-2	-2
> COc1ccc(F)cc1C(=O)C1CCCN(Cc2ccc(Oc3ncccn3)cc2)C1 (centres undefined)
    0	-1.0	-2	0.5	0.3	4	-2	5	-3	-2
> COc1ccc(NC(=O)C2CCN(c3nnnn3-c3ccccc3)CC2)cc1
    1	-1.3	-3	-0.3	1.4	0	0	-5	-2	-2
> Cc1ccc(OCC(=O)Nc2ccc(N3CCOCC3)cc2)cc1
    -3	-1.3	-5	-0.4	-1.3	-2	-11	-9	-4	-14
> COC(=O)c1c(C)[nH]c(C(=O)C(C)OC(=O)C2CC(=O)N(CCc3ccccc3)C2)c1C (centres undefined)
    -2	-0.9	7	-0.2	0.8	0	22	11	0	-2
> CN=C(Nc1cc(C)nn1CCC#N)c1ccccc1
    -2	-0.6	4	-0.6	-0.4	-3	8	-7	-7	3

Record cards (already shown).
Cc1ccc(OCC(=O)Nc2ccc(N3CCOCC3)cc2)cc1 in the list: STEP block = -3; LMPTP block = -1.3; SUMO1 PPI mod = -5; TbMetRS inhib = -0.4; MsrA inh = -1.3; CendR NRP1 mod = -2; DNMT1 inh = -11; Scp1 inh = -9; MsrA act = -4; E coli Lon inh = -14
COC(=O)c1c(C)[nH]c(C(=O)C(C)OC(=O)C2CC(=O)N(CCc3ccccc3)C2)c1C (centres undefined) in the list: STEP block = -2; LMPTP block = -0.9; SUMO1 PPI mod = 7; TbMetRS inhib = -0.2; MsrA inh = 0.8; CendR NRP1 mod = 0; DNMT1 inh = 22; Scp1 inh = 11; MsrA act = 0; E coli Lon inh = -2

More results.
Values run as follows: STEP block	LMPTP block	SUMO1 PPI mod	TbMetRS inhib	MsrA inh	CendR NRP1 mod	DNMT1 inh	Scp1 inh	MsrA act	E coli Lon inh
> O=S(=O)(Nc1nc2ccccc2nc1Cl)c1ccc(F)cc1
    -2	-0.1	1	-0.4	1.9	-4	2	2	-1	0
> O=C(NCCCN1CCN(c2ccc(F)cc2)CC1)NC12CC3CC(CC(C3)C1)C2
    -5	-0.8	-1	-2.0	-1.4	-3	2	-9	-13	-2
> N#CCC(=O)Nc1ccc(C(=O)OCC(=O)N=c2sccn2Cc2ccccc2Cl)cc1
    -3	1.8	4	-0.2	-0.7	-14	-7	-9	-3	-32
> NC(=O)/C(=C\c1ccc([N+](=O)[O-])o1)c1ccco1
    4	2.1	-39	-0.4	2.1	-16	1	nt	2	-2
> Cc1cc2c(cc1C)C(=O)C(Br)=C(N)C2=O
    1	1.3	-34	0.0	-0.4	5	4	-8	0	2
> Cc1ccc2cc(CN(Cc3ccco3)C(=S)NCC3CCCO3)c(=O)[nH]c2c1 (centres undefined)
    3	1.1	4	0.5	nt	6	-2	1	-2	5
> COc1ccc(OC)c(N(C)S(=O)(=O)c2cc3c(cc2C)NC(=O)CO3)c1
    0	-0.8	-1	0.4	1.1	4	-2	-17	-2	3
> O=c1cnc2ccccc2n1Cc1ccccc1
    -6	-0.6	-4	-0.1	1.6	0	-2	nt	-2	-5
> COc1cccc(CC(=O)OCC(=O)N(C)CC(=O)Nc2ccc(Cl)c(C(F)(F)F)c2)c1
    -1	1.7	1	-0.4	-0.2	7	10	-3	-9	0
> CCOc1ccc(CN2CCNC(=O)C2CC(=O)NCCN2CCOC2=O)cc1 (centres undefined)
    -3	-1.7	-3	-0.7	0.3	7	-1	0	-4	9
> O=C(Nc1ccc(S(=O)(=O)Nc2nccs2)cc1)c1ccc(F)cc1
    3	-0.1	4	0.3	-0.9	8	2	-5	-1	-7
> Cc1ccccc1SCC(=O)NNC(=O)c1ccccc1O
    1	1.2	3	-0.1	-0.5	-12	-1	-8	6	-11
> COc1cccc(OCC(O)CN2CCN(c3ccccn3)CC2)c1 (centres undefined)
    -9	-3.0	2	-1.4	-0.5	-2	8	-6	-7	-4
> CC(C)(C)S(=O)N1Cc2cc(CO)cc(-c3ccccc3)c2[C@H]1CCO (some centres undefined)
    0	-0.8	4	0.4	-0.1	-37	4	-8	-1	-4
> CCS(=O)(=O)c1ccc(-c2cccc(NC(=O)COc3ccc(Cl)cc3)c2)nn1
    0	2.6	-3	-1.1	-0.6	9	5	8	-9	-9
> O=S(=O)(Nc1ccc2ccccc2n1)c1ccccc1
    -2	0.6	-6	1.4	0.5	9	1	-5	-4	2
> CC(C)N(C(=O)[C@H]1CC(CC(=O)NCCCN(C)C)C(=O)N2CCc3c([nH]c4ccccc34)[C@]12C)C(C)C (some centres undefined)
    -1	-7.2	-12	-0.7	0.6	-5	6	-8	-2	-4
> Cc1ccc(-c2csc(SCC(=O)Nc3cc(C)on3)n2)cc1
    0	0.6	-1	0.6	-1.3	-2	-6	32	-2	3
